Bioassay records from PubChem.
S1P3 antag = antagonists of human S1P3 receptor. CHO S1P3 NFAT-BLA reporter, FRET fluorescence, antagonist mode. inhibition, % at 4.98 µM. 170,000 compounds, 0.27% hits. AID 485;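 active = inhibition above the plate cutoff, the mean inhibition of test wells on that plate plus 3 SD, cut at about 28% in these data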;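 also: cells challenged with S1P at its EC80 of 0.8 µM; blue over green emission ratio from cleaved BLA substrate after 4 h stimulation; 0% = S1P-stimulated wells and 100% = unstimulated DMSO-only wells; some compounds past the cut are filed as inactive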
G6PDH CS = L. mesenteroides G6PDH inhibition counter-screen. Purified L. mesenteroides G6PDH, diaphorase/resazurin coupled fluorescence, 45 min. inhibition, % at 5 µM. 200,000 compounds, 0.12% hits; in the data active = inhibition above about 50%
PPARg SRC-3 ag = promotes SRC-3 coactivator recruitment by human PPARgamma. P37231. 200,000 compounds, 0.26% hits. biochemical PPARgamma/SRC-3 coactivator recruitment assay. activation, % at 8 µM; in the data active = activation above about 23%;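 also: 0% = DMSO and 100% = reference agonist; some compounds past the cut are filed as inactive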
Target sequence (P37231 whole entry, looked up): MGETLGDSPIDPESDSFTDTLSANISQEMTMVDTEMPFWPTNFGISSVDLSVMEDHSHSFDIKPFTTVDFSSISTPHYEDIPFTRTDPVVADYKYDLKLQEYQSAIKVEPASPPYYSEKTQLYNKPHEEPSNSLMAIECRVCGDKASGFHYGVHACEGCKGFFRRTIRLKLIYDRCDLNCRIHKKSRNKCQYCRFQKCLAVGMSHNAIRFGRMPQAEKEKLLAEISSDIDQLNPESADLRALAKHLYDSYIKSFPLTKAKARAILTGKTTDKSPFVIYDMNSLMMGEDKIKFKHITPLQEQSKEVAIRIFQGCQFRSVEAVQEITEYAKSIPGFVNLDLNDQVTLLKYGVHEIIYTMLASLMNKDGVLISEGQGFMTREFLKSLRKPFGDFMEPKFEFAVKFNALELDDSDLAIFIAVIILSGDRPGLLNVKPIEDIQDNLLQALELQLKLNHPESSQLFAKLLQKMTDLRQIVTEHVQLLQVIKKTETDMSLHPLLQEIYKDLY
PPARg SRC-2 ag = promotes SRC-2 coactivator recruitment by human PPARgamma; P37231; PPARgamma LBD-SRC-2 recruitment, biochemical; activation, % at 8 µM; 200,000 compounds, 0.34% hits; AID 1032; in the data active = activation above about 22%;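 also: 0% = vehicle and 100% = reference agonist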
PPARg SRC-1 ag = promotes SRC-1 coactivator recruitment by human PPARgamma | AID 631 | P37231 | 200,000 compounds, 0.41% hits | activation, % at 8 µM | PPARgamma-SRC-1 coactivator recruitment biochemical assay; in the data active = activation above about 19%;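 also: 0% = DMSO and 100% = reference agonist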
Diaphorase inh = inhibits diaphorase or chemically oxidizes, flagging diaphorase assay artifacts; diaphorase resazurin-to-resorufin fluorescence, NADH, 16 min; bacterial (C. kluyveri) enzyme, not human; AID 1217; inhibition, % at 20 µM; 190,000 compounds, 0.69% hits;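 active = primary screen inhibition at 20 µM above a set limit, cut at about 50% in these data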;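 also: plate controls were DMSO with full reaction for no effect and wells lacking NADH for full effect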
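Benchmarks: positive control wells lacking NADH, neutral wells with DMSO only. System: bacterial diaphorase enzyme (C. kluyveri). Input: 0.14 U/mL diaphorase, enzyme working solution. Detection: resorufin fluorescence, excitation 544 nm, emission 590 nm. Times: 16-min room-temperature incubation before reading.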
PMI act hi M6P = increases human PMI activity with near-saturating mannose 6-phosphate; P34949; coupled PMI enzyme assay, resazurin fluorescence, 20 min; stronger effect = higher value; 1 = untreated enzyme, 0 = substrate-free blank; activation factor at 20 µM; 190,000 compounds, 0.34% hits;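 active = activation factor of 2 or more at 20 µM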
Target sequence (P34949 whole entry, looked up): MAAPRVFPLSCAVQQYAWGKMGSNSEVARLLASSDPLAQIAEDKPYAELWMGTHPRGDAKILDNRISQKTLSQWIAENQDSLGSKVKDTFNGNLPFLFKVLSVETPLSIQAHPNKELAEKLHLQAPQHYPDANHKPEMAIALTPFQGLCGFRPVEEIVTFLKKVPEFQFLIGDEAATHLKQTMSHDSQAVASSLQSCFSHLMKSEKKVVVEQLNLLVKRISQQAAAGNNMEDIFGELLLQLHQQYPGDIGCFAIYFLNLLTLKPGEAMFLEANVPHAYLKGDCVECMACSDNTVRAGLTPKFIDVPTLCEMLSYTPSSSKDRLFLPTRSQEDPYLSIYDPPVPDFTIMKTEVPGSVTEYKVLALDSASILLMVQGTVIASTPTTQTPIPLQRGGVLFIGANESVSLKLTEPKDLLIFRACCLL
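Test system: Human PMI in coupled enzyme assay | Input: 15 ng/mL PMI | Medium: HEPES-buffered pH 7.4 with magnesium and detergent | Compound: One concentration, 20 µM, in 1% DMSO | Incubation: Enzyme reaction with compound 20 min at room temperature | Detection: Diaphorase-driven resazurin-to-resorufin fluorescence, excitation 544, emission 590 nm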
Diaph act CS = counter-screen for diaphorase-based assays: diaphorase activators and chemical reducers; 190,000 compounds, 0.005% hits; Diaphorase/resazurin coupled assay, resorufin fluorescence, 16 min; stronger effect = higher value; 1 = vehicle wells, 0 = NADH-free wells; activation factor at 20 µM; AID 1229;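 active = diaphorase activity raised at least twofold by the compound at 20 µM; inactive = activation factor below 2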
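System – purified diaphorase enzyme from Clostridium kluyveri · Input – enzyme 0.07 U/mL final · Also added – final NADH 0.114 mM, resazurin 0.1 mM · Measured by – fluorescence of resorufin, 544 nm excitation, 590 nm emission · Timing – 16 min enzyme reaction, ambient temperature · Measure – resorufin increase flagging diaphorase activators or reducers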
ROMK primary = modulators of human ROMK potassium channel; Tet-inducible ROMK, thallium flux fluorescence; actives lie on both sides; P48048; B-score at 10 µM; AID 1918; 130,000 compounds, 2% hits;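 active = signal ratio slope over the read window, or its plate-corrected B-score, at least 3 SD from the plate mean, either direction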;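 also: B-score of the F/F0 ratio slope over 7 to 12 s after thallium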
SRC2 TRFRET art = counter-screen for PPARgamma SRC-2 recruitment agonists: TR-FRET artefact; AID 1049; TR-FRET ratio at 8 µM; 200,000 compounds, 0.4% hits; stronger effect = higher value; in the data active = TR-FRET ratio above about 2000; also: inactives centre near 1500
PMI activator = phosphomannose isomerase (human) activation; P34949; purified human PMI, coupled resazurin fluorescence, 20 min; stronger effect = higher value; 1 = vehicle control, 0 substrate-free wells; activation factor at 20 µM; 190,000 compounds, 0.005% hits; AID 1214;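 active = activation factor of 2 or more at 20 µM, relative to plate controls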
* hit, by the source's call; / = no result given.

SMILES	S1P3 antag	G6PDH CS	PPARg SRC-3 ag	PPARg SRC-2 ag	PPARg SRC-1 ag	Diaphorase inh	PMI act hi M6P	Diaph act CS	ROMK primary	SRC2 TRFRET art	PMI activator
Cc1cc(NS(=O)(=O)c2ccc(NC(=O)/C=C/c3ccc(C)o3)cc2)nc(C)n1	-3	8	4	11	6	14	1	0.9	0.86	1680	1
Cc1ccccc1C(=O)c1cccn1CC(=O)N1CCCCCC1	-29	8	-6	2	2	15	0.8	0.9	0.19	1684	0.9
CCc1cccc(C)c1NC(=O)CSc1nnc(CCCOc2ccc(Cl)cc2Cl)n1C	1	-1	3	10	5	24	0.9	0.8	-1	1476	0.9
CN1CCN(C(=O)C2=C[C@@H](c3ccc(C(F)(F)F)cc3)C[C@@H](OCCCCO)O2)CC1	-17	7	0	13	3	-13	1	1.1	/	1563	1
Cc1cccc(NC(=O)Cc2noc3ccccc23)c1C	2	2	8	6	4	5	1	1	-0.3	1570	1
O=C(NC(=S)Nc1ccc(N2CCOCC2)cc1)c1cccc([N+](=O)[O-])c1	8	3	-7	-14	-13	17	1	0.8	/	1435	0.9
COc1ccc(OC)c(CNC(=O)Cc2c(C(=O)O)[nH]c3ccc(Cl)cc23)c1	-5	4	1	1	7	0	1	1	0.36	1576	1
CN1CCC(=C2c3ccccc3C=Cc3ccccc32)CC1	12	7	3	6	8	11	1.1	0.9	/	1523	1.1
O=C(O)COc1ccccc1/C=N/NC(=O)c1cc(-c2ccc(F)cc2)nc2ccccc12	-9	-1	-1	-2	14	-7	1	1.1	0.88	1339	1
Cn1c(=O)n(C)c2cc(/C=C(/C#N)C(=O)NCc3ccco3)ccc21	15	4	2	4	2	0	1	1	-1.3	1275	1
COCCCNC(=S)N1CCN(C(=O)C(=O)Nc2ccc(C(=O)OC)cc2)CC1	-9	0	6	-7	0	7	1.1	0.9	0.96	1660	1
CCOC(=O)N1CCC(Nc2ccc3nnc(-c4ccccc4)n3n2)CC1	4	6	-3	-12	5	16	1	0.8	/	1455	1
COC(=O)NNC(=S)Nc1cc(OC)ccc1OC	/	-2	-12	-8	-7	19	1	0.8	1.7	1483	0.9
CCOC(=O)Nc1ccc2c(CN3C(=O)NC4(CCCC4)C3=O)cc(=O)oc2c1	5	3	10	3	-1	10	0.9	0.9	/	1488	1
Cc1csc2ncc(C(=O)Nc3ccon3)c(=O)n12	-2	2	6	8	3	-2	1	1	/	1538	1
O=Cc1cn(-c2ccccc2)nc1-c1cc2cc(O)ccc2oc1=O	/	4	-2	-10	-5	14	0.9	0.9	-0.52	1454	0.8
Cc1cnn(-c2nc(-c3ccccc3)cc(-c3ccccc3)n2)c1	-5	10	8	-1	10	30	0.9	0.7	1.5	1677	0.9
O=C(CSc1nnc(-c2ccco2)n1CC1CCCO1)c1ccc(F)cc1 (stereo not given)	-1	-2	8	8	4	12	1	0.9	/	1532	1.1
C=C(C)CN1C(=O)c2ccccc2C1=O	/	-1	8	5	-9	5	1	0.9	-0.27	1551	1
CN(Cc1ccccc1F)c1ccc(S(=O)(=O)N2CCCC2)cn1	-4	10	2	10	-1	1	1	1	-0.28	1595	1.1
O=C(/C=C/c1cc2c(cc1Br)OCO2)NCc1ccc(Cl)cc1	/	2	-5	0	-2	7	0.9	0.9	0.017	1607	1.1
COc1ccc(C(C(=O)NC2CCCC2)N(C(=O)c2ccco2)c2ccc3c(c2)OCO3)cc1OC (stereo not given)	-17	3	-5	-2	2	14	0.9	0.9	/	1398	0.9
Cc1cc(C)c(NC(=O)NC(=O)c2cccc(F)c2)c(C)n1	9	11	6	1	2	19	0.9	0.8	0.15	1554	0.9
COC1=CC(=O)OC12CCCCC2	2	-6	2	-2	-6	4	1.1	1	/	1507	1.1
COc1ccc(NC(=O)CSc2nnc(-c3cccnc3)n2Cc2ccco2)c(OC)c1	9	13	-2	-1	-3	15	0.9	0.8	-0.1	1654	0.9
CCn1c(SCC(=O)Nc2nc(C)c(C)s2)nnc1-c1cccs1	/	6	7	12	2	12	0.9	0.9	/	1599	0.9
Cc1ccc(Cl)cc1NC(=O)COC(=O)C1CCCC1	/	-3	-4	0	2	6	1	0.9	/	1465	0.9
Cc1ccc(S(=O)(=O)NCc2ccc(C(=O)NCCCN3CCC(Cc4ccccc4)CC3)cc2)cc1	-18	-4	2	7	6	4	0.9	1	-0.64	1426	0.9
COc1ccc(-c2nc3n(c2Br)CCC3)cc1	/	2	-10	-9	-1	10	1.1	0.9	-0.51	1505	1
CCOC(=O)c1sc(NC(=O)CSc2nncn2C)nc1C	-27	-5	2	6	7	7	1	0.9	0.21	1918	0.9
O=C(CN1CCc2[nH]c3ccccc3c2C1)N1CCCCC1	/	12	-1	12	1	-8	1	1.1	/	1569	0.9
O=C(Nc1ccccc1C(=O)N1CCOCC1)c1ccc(F)cc1	/	4	-5	0	-3	1	1	1	1.6	1393	1.1
CCOc1cc(-c2nc(-c3ccncc3)no2)cc(OCC)c1OCC	-25	2	-1	-2	4	-7	1	1.1	0.2	1446	1.1
CCn1ncc(CNC(=O)CCSc2nc(-c3ccco3)cc(C(F)(F)F)n2)c1C	/	2	4	4	10	2	1.1	1	/	1559	1.1
COc1ccc(OC)c(C(c2nnnn2C2CCCC2)N2CCN(c3ccc(F)cc3)CC2)c1 (stereo not given)	23	6	-7	-6	-3	26	1	0.7	/	1597	0.9
COC(=O)c1c(N2C(=O)CC(Sc3ccccc3C(=O)O)C2=O)sc2c1CCCC2 (stereo not given)	-12	4	5	9	9	4	1	1	0.37	1736	1

Sorted by length of the SMILES (lowest first): 3 of the compounds above.
SMILES	S1P3 antag	G6PDH CS	PPARg SRC-3 ag	PPARg SRC-2 ag	PPARg SRC-1 ag	Diaphorase inh	PMI act hi M6P	Diaph act CS	ROMK primary	SRC2 TRFRET art	PMI activator
Cc1ccc(Cl)cc1NC(=O)COC(=O)C1CCCC1	/	-3	-4	0	2	6	1	0.9	/	1465	0.9
CN1CCC(=C2c3ccccc3C=Cc3ccccc32)CC1	12	7	3	6	8	11	1.1	0.9	/	1523	1.1
O=C(O)COc1ccccc1/C=N/NC(=O)c1cc(-c2ccc(F)cc2)nc2ccccc12	-9	-1	-1	-2	14	-7	1	1.1	0.88	1339	1

Further results.
SMILES	S1P3 antag	G6PDH CS	PPARg SRC-3 ag	PPARg SRC-2 ag	PPARg SRC-1 ag	Diaphorase inh	PMI act hi M6P	Diaph act CS	ROMK primary	SRC2 TRFRET art	PMI activator
O=C(c1ccc2c(c1)OCO2)N1CCN(c2ccc(C(F)(F)F)cn2)CC1	11	9	-8	-13	-5	10	1	0.9	/	1394	0.8
Cc1ccc(/C(O)=C2/C(=O)C(=O)N(CCN3CCOCC3)C2c2ccccn2)cc1 (stereo not given)	-17	-3	-2	-3	-2	13	1.5	0.9	/	1432	1.2
COc1ccc(-c2cc3nnc(-c4ccccc4)nc3s2)cc1	/	-2	1	1	6	8	2.5*	0.9	/	1656	1.6
Nn1c(CN2CCCCC2)nc2ccccc2c1=O	-9	-3	20	2	-2	18	0.8	0.8	/	1694	0.9
Cc1cc(F)ccc1NCc1ccc([N+](=O)[O-])cc1	9	-1	4	-1	10	7	1	0.9	-0.14	1513	1
Cc1ccccc1N1CCN(Cc2nc(Cc3ccccc3)no2)CC1	2	11	4	1	-6	19	0.9	0.8	0.74	1512	0.9
O=C(Nc1ccc(N2CCN(C(=O)c3ccccc3)CC2)c(Cl)c1)c1ccc(Br)o1	/	-4	5	-2	2	25	0.9	0.7	-0.015	1467	0.9
Cc1nnc(SCC(=O)NNC(=O)C(C)C)[nH]c1=O	-23	8	3	-2	1	11	0.9	0.9	-0.22	1586	0.9
CC1CC2(CCCC2)N(C(=O)c2ccccc2)Cc2ccccc21 (stereo not given)	6	-9	-2	0	3	14	0.9	0.9	-0.97	1710	0.9
CC(c1ccco1)N(C(=O)C12CC3(C)CC(C)(CC(C)(C3)C1)C2)c1ccccn1 (stereo not given)	/	7	-7	-3	4	0	1	1	/	1529	0.9
COCCn1c(SCC(=O)NNC(=O)Cc2ccccc2)nc2ccccc2c1=O	-8	4	-2	-2	3	7	1	0.9	-0.76	1425	1
CCOC(=O)COc1c(/C=N\O)cc(Cl)cc1OC	-48	4	0	11	10	10	0.9	0.9	0.077	1862	1
O=[N+]([O-])c1c(Nc2ccccc2O)ccc2nonc12	-8	9	2	0	5	24	1	0.8	-0.32	1685	0.9
O=C(NCCO)c1cc2ccccc2cc1O	7	-2	-1	8	3	52*	0.5	0.5	0.56	1600	0.4
Cc1ccc(S(=O)(=O)/N=C2/C=C(Sc3ncn[nH]3)C(=O)c3ccccc32)cc1	-15	40	2	-1	10	36	0.1	0.6	/	1564	0
O=C(C1CCCC1)N(c1ccccc1)C1C=CS(=O)(=O)C1 (stereo not given)	-22	18	4	3	10	6	1	0.9	/	1367	1
Cc1cc2cc3c(cc2nc1SCC(=O)Nc1ccccc1)CCC3	/	3	-1	6	-2	10	1.1	0.9	/	1621	1.1
Cc1sc2ncnc(Sc3ccccc3C(=O)Nc3ccc(C#N)cc3)c2c1C	1	3	5	-4	-2	11	0.9	0.9	-0.42	1581	1
O=C(O)c1ccc(C(=O)c2ccc3c(c2)C(=O)N(CC2CCCO2)C3=O)cc1 (stereo not given)	-11	11	6	3	4	/	/	/	0.89	1740	/
COc1ccc(CCC(=O)NCc2cn3ccsc3n2)cc1	6	/	-2	5	-1	/	/	/	0.013	1453	/
[N-]=[N+]=CC(=O)CC(c1ccccc1)N1C(=O)c2ccccc2C1=O (stereo not given)	-15	6	4	0	0	18	1.1	0.8	0.33	1469	1
COC(=O)c1ccccc1Oc1ccc(NC(=O)CCCl)cc1	-4	3	0	0	-2	1	1.1	1	-1.4	1466	1.2
COc1ccccc1NS(=O)(=O)c1cc(NC(=O)Nc2ccccc2)ccc1N1CCCCC1	5	0	2	-7	10	23	0.8	0.8	0.022	1526	0.9
COc1ccc(CC2(CO)CCN(C/C=C/c3ccccc3OC)CC2)cc1	-5	5	3	-4	-1	/	/	/	/	1547	/
COc1cccc(-n2c(C)nc3cc(C(=O)O)ccc32)c1	/	-5	1	1	5	0	1	1	1.1	1400	1

A few values from the results shown.
Under PMI act hi M6P, `[N-]=[N+]=CC(=O)CC(c1ccccc1)N1C(=O)c2ccccc2C1=O` (stereo not given) is listed with 1.1
Under G6PDH CS, `Cc1ccccc1N1CCN(Cc2nc(Cc3ccccc3)no2)CC1` is listed with 11
